HEK293 tox = cytotoxic compounds in HEK 293 cells. HEK 293 viability, ATP luminescence (CellTiter-Glo), 48-72 h. Potency, µM (highest dose often 115 µM), inactives show at the highest dose activity change, negative = cytotoxicity, actives largely listed as inhibitors. 94,000 tested, 6.6% active. AID 1345083; also: potency is read from the fitted curve at half-maximal effect; nearly all actives have a fitted effect of over 60% in size
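HEK 293 cells at 250 cells/well were exposed to compounds by pintool transfer for 48 or 72 hr at 37 degree Celsius, 5% CO2. Viability was read as ATP-coupled luminescence with CellTiter-Glo after 10 min at room temperature.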
FLuc inh = inhibitors of firefly (Photinus pyralis) luciferase | P08659 | purified P. pyralis luciferase, luminescence, biochemical | Potency, µM (titrated, usually from 115 µM), for inactives: top-dose activity change, negative = inhibition, most hits filed as inhibitors | 76,000 tested, 2.5% active; also: potency is read from the fitted curve at half-maximal effect; nearly all actives have a fitted effect of over 65% in size
Target sequence (P08659 whole entry, looked up): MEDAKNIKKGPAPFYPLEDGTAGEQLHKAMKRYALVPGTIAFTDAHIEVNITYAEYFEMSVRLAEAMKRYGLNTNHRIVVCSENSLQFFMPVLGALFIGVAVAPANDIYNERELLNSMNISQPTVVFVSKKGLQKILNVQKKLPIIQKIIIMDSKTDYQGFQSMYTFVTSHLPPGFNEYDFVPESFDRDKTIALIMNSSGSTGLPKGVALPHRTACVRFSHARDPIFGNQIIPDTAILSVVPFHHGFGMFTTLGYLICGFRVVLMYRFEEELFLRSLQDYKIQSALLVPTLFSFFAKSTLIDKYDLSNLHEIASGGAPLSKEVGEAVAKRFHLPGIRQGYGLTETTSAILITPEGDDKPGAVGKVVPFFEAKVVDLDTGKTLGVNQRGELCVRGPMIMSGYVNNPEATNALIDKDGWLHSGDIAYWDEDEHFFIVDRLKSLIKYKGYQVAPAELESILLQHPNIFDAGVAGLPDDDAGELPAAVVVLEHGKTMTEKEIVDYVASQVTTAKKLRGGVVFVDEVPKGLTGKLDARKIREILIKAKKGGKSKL
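Purified P. pyralis luciferase (10nM final) in 50mM Tris acetate pH 7.5, 10mM Mg acetate, 0.01% Tween-20, 0.05% BSA with 10uM D-luciferin and 10uM ATP. Compounds titrated qHTS. Luminescence imaged on CCD.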
SNCA viab count = counter-screen for SNCA expression inhibitors: cell viability. Potency, µM (highest dose often 57.1 µM), without a hit: top-dose activity change, negative = cytotoxicity, actives largely listed as cytotoxic. 150,000 tested, 0.12% active. AID 1671193. HEK-293-SNCA-luc viability, GF-AFC fluorescence, 24 h;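 also: potency is read from the fitted curve at half-maximal effect; 0% = DMSO-treated cells and -100% = medium-only wells without cells; nearly all actives have a fitted effect of over 30% in size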
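Cytotoxicity counterscreen: after 24 h compound treatment of genome-edited SNCA-luciferase HEK-293 cells, live-cell protease substrate GF-AFC read by fluorescence after 30 min; activity scaled between DMSO (0%) and medium-only (-100%), curves Hill-fitted.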
IP6K1 inhibitor = blocks human inositol hexakisphosphate kinase 1; activity change, % (series mostly up to about 58 µM); Q92551; 140,000 tested, 0.81% active; IP6K1 kinase, ADP-Glo luminescence, 2 h; hits give low values; in the data active = activity change below about -25%
Target sequence (Q92551 whole entry, looked up): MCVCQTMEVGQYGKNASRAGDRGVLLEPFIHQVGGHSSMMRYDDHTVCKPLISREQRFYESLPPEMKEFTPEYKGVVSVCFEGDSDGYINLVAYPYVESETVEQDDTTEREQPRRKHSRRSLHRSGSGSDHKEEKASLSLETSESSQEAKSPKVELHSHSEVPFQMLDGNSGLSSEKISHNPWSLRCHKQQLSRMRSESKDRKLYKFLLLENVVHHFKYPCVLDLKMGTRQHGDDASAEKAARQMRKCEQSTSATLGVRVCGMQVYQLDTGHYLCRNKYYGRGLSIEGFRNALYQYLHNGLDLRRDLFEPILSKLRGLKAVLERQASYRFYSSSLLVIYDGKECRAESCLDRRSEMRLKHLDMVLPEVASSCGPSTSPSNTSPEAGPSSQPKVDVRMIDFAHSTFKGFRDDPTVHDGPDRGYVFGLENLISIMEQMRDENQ
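ADP-Glo luminescence measures ADP made by human IP6K1 during a 2 h RT reaction with ATP/IP6 (mix at 1.3 mM/130 uM); top library doses 57.5 and 19.1 uM final.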
NIH3T3 tox = kills NIH 3T3 cells; NIH 3T3 viability, CellTiter-Glo ATP luminescence, 48-72 h; Potency, µM (highest dose often 96.7 µM), without a hit: at the top dose activity change, negative = cytotoxicity, actives largely listed as inhibitors; 94,000 tested, 4.3% active; also: potency is read from the fitted curve at half-maximal effect; nearly all actives have a fitted effect of over 55% in size
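Cells were seeded at 400 per well, treated with pin-transferred compound, and kept 48 or 72 hr at 37 °C before CellTiter-Glo addition and luminescence imaging of cellular ATP.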
GPT2 inhibitor = inhibitors of human GPT2 alanine aminotransferase. Q8TD30. Recombinant GPT2, coupled pyruvate oxidase/HRP Amplex Red fluorescence. Potency, µM (doses to about 57.7 µM), inactives show at the top dose activity change, negative = inhibition, usual class: inhibitors. 100,000 tested, 0.25% active. AID 1671188; also: potency is read from the fitted curve at half-maximal effect; nearly all actives have a fitted effect of over 60% in size; many of its hits are not listed in these tables
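GPT2 10ng/uL, a-KG 250uM, L-Ala 2mM, HEPES pH7.5 + 0.0001% Tween; 30 min RT. Then Amplex mix (PO/HRP/ThPP), 30 min RT dark, fluorescence. AOA 50uM used as positive control.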
SNCA expr inhib = reduces expression of the alpha-synuclein gene; HEK-293 SNCA-luciferase knock-in, luminescence, 24 h; Potency, µM (series often up to 57.2 µM), without a hit: top-dose activity change, negative = inhibition, usual class: inhibitors; 140,000 tested, 0.17% active;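 also: potency is read from the fitted curve at half-maximal effect; plate controls were DMSO cells for no effect and cell-free wells for full effect; nearly all actives have a fitted effect of over 45% in size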
The depositor's hits bear a star; i = inactive; ? = inconclusive; . = no result given; [ ] = remark or other dose. Unless noted, calls follow the shape of the dose curve; as a rule, active = well fitted curve in the direction sought with a large enough effect; inconclusive = small, poorly fitted or top-dose-only effect, or another doubt; inactive = no such curve, though single readings can be large; an effect the other way counts as inactive or inconclusive. Unless noted, % is scaled to controls: 0 for no effect and ±100 for the full control effect. Not all compounds are listed. The share of hits here may be higher or lower than overall.

SMILES	HEK293 tox	FLuc inh	SNCA viab count	IP6K1 inhibitor	NIH3T3 tox	GPT2 inhibitor	SNCA expr inhib
CCOC(=O)c1c(C)n(-c2ccccc2)c2ccc(OC(=O)c3ccccc3NC(=O)C(C)(C)C)cc12	.	.	?	-17.0	.	.	12.6µM*
COc1cc(NC(=O)CCNC(=O)Cn2ccc3ccccc3c2=O)cc(OC)c1OC	.	.	5.0%	-17.0	.	.	-18.1%
Cc1nonc1OCCNC(=O)c1ccc2nc(Cc3ccccc3F)oc2c1	-29.1%	2.0%	12.4%	-9.3	?	?	44.3%[activator]
Cc1ccsc1C(=O)N1CCC(Oc2ncccc2C(=O)N2CCCCC2)C1 (stereo not given)	-1.1%	8.0%	5.9%	-0.8	-4.5%	0.2%	11.6%
COc1cc(OC)cc(-n2c(=O)[nH]c3cc(C(=O)NCCc4ccc(C)cc4)ccc3c2=O)c1	.	.	6.4%	19.8	.	.	?
CC(C)c1ccc(NS(=O)(=O)c2ccc3[nH]cc(C(=O)NCC4CCCO4)c(=O)c3c2)cc1 (stereo not given)	.	.	8.9%	4.0	.	.	-3.2%
COCCCNC(=O)CCC[C@@H]1[C@H]2CCCN3CCC[C@@H](CN1C(=O)c1ccccc1)[C@@H]23	0.6%	-1.3%	11.6%	3.4	0.5%	i	-10.3%
Cc1cccc(Cn2nc3n(c2=O)CCCCC3)c1	11.7%	0.8%	2.5%	-3.0	-6.6%	i	2.9%
OC1(c2csc(CN3CCN(c4ccccn4)CC3)n2)CCN(CC2CCCCC2)CC1	?	-0.5%	-11.5%	-6.1	-25.1%	i	-1.6%
CN(C)C(=O)C1CCC(C(=O)N2CCC(c3nc4ncccc4[nH]3)CC2)CC1 (stereo not given)	2.1%	.	3.5%	-3.5	0.7%	i	9.0%
CN(Cc1csc(-c2ccccc2)n1)C(=O)CN1CCOC1=O	-9.2%	-1.8%	1.4%	8.4	-17.4%	-13.4%	-17.1%
O=C(c1ccc(OC2CCN(C(=O)c3ccc(F)cc3)CC2)nc1)N1CCOCC1	-6.4%	-6.1%	1.9%	38.3	?	i	-8.6%
CCn1nccc1C(=O)N1CCCCCCNC(=O)[C@@H]2CCC[C@@H]21	i	3.5%	-17.4%	-6.3	1.9%	i	-20.7%
CCOc1ccc(CCNC(=O)C(CC)n2nc(C)c3c(C)n(-c4ccccc4)nc3c2=O)cc1 (stereo not given)	.	.	3.5%	34.6	.	.	-28.8%
COc1ccccc1NC(=O)c1oc2ccccc2c1NC(=O)c1ccc(S(=O)(=O)N(C)C)cc1	.	.	15.2%	15.3	.	.	4.3%
CC(C)CCC(=O)NC1CCN(c2cnn(CC3CC3)c(=O)c2)CC1	?	-10.8%	?	8.4	-14.5%	i	-19.0%
CCN(CC)C(=O)C1=C(C)Nc2nc3ccccc3n2C1c1ccc(Cl)cc1 (stereo not given)	.	.	3.7%	-14.4	.	.	-9.4%
CCc1ccccc1-n1nc(-c2c(C)nc3scc(CC(=O)NCc4ccco4)n3c2=O)cc1C	?	-4.1%	0.8%	6.4	?	i	-14.5%
CCC(C)C(=O)N1CCC2(CC1)NCCc1c2[nH]c2ccccc12 (stereo not given)	-27.5%	-12.6%	0.2%[12.5 µM]	-3.6	-22.7%	?	2.4%
COc1ccccc1CC(=O)N1CCCN(c2cc(-c3ccccc3)[nH]n2)CC1	?	2.8%	-10.9%	-18.0	?	-28.6%	?
COCCNC(=O)Cn1nc(-c2ccc(C)cc2)c2ccccc2c1=O	.	.	-8.9%	-15.5	.	.	-14.7%
CCc1cccc2sc(N3CCN(C(=O)C4CC4)CC3)nc12	.	.	5.8%	21.6	.	.	58.5%[activator]
Cc1nc(-c2ccccc2)sc1CCNC(=O)C(=O)Nc1ccc2c(c1)OCO2	.	.	3.7%	-7.9	.	.	20.2%
O=C(c1ccc(Cl)cc1)N1CCOCC2(C1)CN([S+](=O)([O-])c1ccccc1)C2	?	-7.2%[172 µM]	-14.2%[87.6 µM]	20.0	50.1µM*	-2.6%[88.5 µM]	-23.6%[87.6 µM]

Only SNCA viab count, HEK293 tox and SNCA expr inhib (4 entries from above):
Molecule	SNCA viab count	HEK293 tox	SNCA expr inhib
CCN(CC)C(=O)C1=C(C)Nc2nc3ccccc3n2C1c1ccc(Cl)cc1 (stereo not given)	3.7%	.	-9.4%
COCCNC(=O)Cn1nc(-c2ccc(C)cc2)c2ccccc2c1=O	-8.9%	.	-14.7%
Cc1nc(-c2ccccc2)sc1CCNC(=O)C(=O)Nc1ccc2c(c1)OCO2	3.7%	.	20.2%
CCn1nccc1C(=O)N1CCCCCCNC(=O)[C@@H]2CCC[C@@H]21	-17.4%	i	-20.7%

The list continues.
SMILES	HEK293 tox	FLuc inh	SNCA viab count	IP6K1 inhibitor	NIH3T3 tox	GPT2 inhibitor	SNCA expr inhib
CCn1c(=O)cc(OCC(=O)N(C)c2ccc(OC)cc2)c2ccccc21	.	.	-5.9%	-3.3	.	.	86.6%[activator]
O=C(CSc1nccn1Cc1ccccc1)NCc1ccccc1Cl	.	.	12.2%	-9.8	.	.	49.4%[activator]
Cc1ccc2c(c1)N(CCC(=O)NCc1ccccc1Cl)C(=O)CO2	.	.	-2.1%	-7.5	.	.	30.0%
CC(=O)N1Cc2ccccc2CC2(CCN(Cc3cccnc3)C2)C1 (stereo not given)	-5.0%	.	0.8%	-12.1	i	-21.2%	5.0%
CCOC(=O)C1CCN(C(=O)c2cc(-c3ccncc3)cn2Cc2ccccc2C)CC1	?	-0.6%	?	3.5	?	-9.1%	?
Cc1cc2nc3n(c(=O)c2n1CC(=O)NCc1ccc(Cl)cc1)CCCC3	-3.6%	5.5%	-18.7%	-12.4	-23.7%	i	2.4%
COC(=O)c1ccc(Cn2nc(-c3ccc(C)c(C)c3)ccc2=O)cc1	.	.	3.4%	-2.3	.	.	-3.3%
CN(C)Cc1ccc(-c2cc3c(ccn3C)c(C(=O)NCc3cccnc3)n2)cc1	?	2.1%[172 µM]	-23.7%[87.6 µM]	3.8	?	1.7%[88.5 µM]	4.7%[87.6 µM]
COc1ccc(C(=O)N2CCn3c(nn(-c4ccc(Cl)cc4)c3=O)C2)cc1	-11.3%	.	-5.3%	17.8	-19.8%	-14.4%	?
O=S(=O)(c1cc(F)ccc1F)N1CCC(n2cc(CCCO)nn2)CC1	1.9%	6.1%	1.4%	2.8	?	i	4.6%
CC(C)NC[C@H]1O[C@@H]2C[C@@H](CC(=O)NCc3nccn3C)O[C@@H]2[C@@H]1O	1.7%[172 µM]	3.4%[172 µM]	5.5%[87.6 µM]	-12.2	i	3.0%[88.5 µM]	29.3%[87.6 µM]
CCOC(=O)CSc1nc2ccc(NC(=O)c3ccc(F)cc3)cc2s1	.	.	-9.3%	0.0	.	.	18.0%
CCC(CC)NC(=O)C1CCN(C(=O)c2ncn3c2COC(c2ccc(F)cc2)C3)CC1 (stereo not given)	-13.7%	?	11.9%	-5.3	i	-14.7%	-16.1%
CCC(=O)n1nc(-c2cccnc2)nc1NCc1ccc(F)cc1	.	.	2.7%	-0.5	.	.	-4.4%
CCc1cccc(NC(=O)C2CCC(CNS(=O)(=O)c3ccc4c(c3)CCCC(=O)N4)CC2)c1 (stereo not given)	.	.	-13.1%	-3.5	.	.	-21.7%
COc1ccc(-c2noc([C@@H]3Cc4nc[nH]c4CN3C(=O)Nc3ccc(C)cc3)n2)cc1	?	17.8µM*	?	5.5	?	?	36.5%[activator][87.6 µM]
COc1ccc(CN2C(=O)CO[C@H]3CN(c4ccc(C#N)cn4)C[C@H]32)cc1	-17.8%[172 µM]	-5.2%[172 µM]	-1.4%[87.6 µM]	0.3	?	i	13.2%[87.6 µM]
O=C(c1ccccc1OCC1CCCN(Cc2nccs2)C1)N1CCCCC1 (stereo not given)	-11.2%	0.2%	-15.0%	-5.8	-5.7%	-7.2%	?
CC(C)C(=O)Nc1c(C(=O)N2CCN(c3ccccc3F)CC2)oc2ccccc12	.	.	-20.3%	5.5	.	.	-22.4%
CCOCCc1nc(C2CCOC2)nn1C1CCCCC1 (stereo not given)	-4.8%	-3.1%	1.8%	2.8	i	-7.2%	-19.9%
O=C(c1ccc(F)cc1F)N1CCCN(C(=O)C2CC2)c2ccccc21	-6.8%	-5.0%	-12.2%	-8.6	-23.8%	-3.4%	-1.9%
Cc1ccc(N2C(=O)N[C@@H]3CCN(C(=O)c4ccc(C(C)(C)C)cc4)[C@@H]3C2=O)cc1	-2.5%[172 µM]	-1.3%[172 µM]	3.3%[87.6 µM]	-9.5	i	i	-16.3%[87.6 µM]
O=C(NC1CCCC1)c1cccc2c1CCN2S(=O)(=O)c1ccccc1	?	6.8%	-3.4%	-10.2	-30.0%	i	?
CN1CCC2(C1)CN(CC1CCOCC1)c1ccc(C(=O)Nc3ccccc3)cc12 (stereo not given)	100µM*	50.1µM*	-7.3%[87.6 µM]	-1.7	?	3.0%[88.5 µM]	?
CCC1=Nc2cc(C(=O)NCc3ccccc3Cl)ccc2Sc2ccc(C)cc21	.	.	-10.8%	19.5	.	.	-3.2%
CCCCNC(=O)C1CCN(C(=O)c2ncn3c2COC(c2ccc(OC)cc2)C3)CC1 (stereo not given)	-4.8%	-7.3%	2.6%	-0.3	i	-9.7%	8.4%
O=C(Nc1ccc(Cl)cc1)C1CCC(CNS(=O)(=O)c2ccc(Br)s2)CC1 (stereo not given)	.	.	0.4%	-4.3	.	.	-5.8%
COc1ccc(-c2nc(C(C)C)nc3c2CN([S+](=O)([O-])c2cccs2)CC3)cc1	-22.8%	-1.8%	5.0%	10.3	?	i	8.7%
CC1=C(C(=O)NCc2cccc(Br)c2)C2(CCCCC2)OC1=O	.	.	-8.3%	19.8	.	.	32.1%[activator]
CCC(C)NC(=O)C1COC2(CCN(C(=O)CC(C)C)CC2)N1C(=O)c1cccc(OC)c1 (stereo not given)	3.1%	-6.2%	-3.0%	4.4	-17.2%	i	22.5%
COc1cccc(CNC(=O)c2ccc3nnc(Cc4ccco4)n3c2)c1	-0.2%[172 µM]	.	12.3%[87.6 µM]	-32.8*	?	3.0%[88.5 µM]	20.4%[87.6 µM]
CN1CCC(Oc2ncccc2C(=O)NCCc2ccncc2)CC1	-14.3%	-5.8%	14.6%	33.0	i	3.3%	-7.9%
COc1cccc(C(=O)Nc2ccccc2-c2nc3ccccc3s2)c1	.	.	3.3%	1.2	.	.	?
CC1CCN(C(=O)CSc2nnc(NC(=O)Nc3ccccc3)s2)CC1	.	.	-4.3%	-14.2	.	.	-2.0%
CN(CC1CCOC1)S(=O)(=O)c1cccc(C(F)(F)F)c1 (stereo not given)	16.2%	5.9%	-20.5%	15.1	i	2.9%	-18.4%

High-throughput results as filed in PubChem.
